Screens: PubChem BioAssay, National Center for Advancing Translational Sciences (NCATS)
TRHR enhancer: TRH receptor (human) allosteric enhancement; P34981; TRHR cells, fluo-8 calcium fluorescence, EC20 TRH enhancement; enhancement, % at 2 µM; 0.66% of 360,000 active; in the data active means enhancement above about 30%; further: 0% is about no effect
Target sequence (P34981 whole entry, looked up): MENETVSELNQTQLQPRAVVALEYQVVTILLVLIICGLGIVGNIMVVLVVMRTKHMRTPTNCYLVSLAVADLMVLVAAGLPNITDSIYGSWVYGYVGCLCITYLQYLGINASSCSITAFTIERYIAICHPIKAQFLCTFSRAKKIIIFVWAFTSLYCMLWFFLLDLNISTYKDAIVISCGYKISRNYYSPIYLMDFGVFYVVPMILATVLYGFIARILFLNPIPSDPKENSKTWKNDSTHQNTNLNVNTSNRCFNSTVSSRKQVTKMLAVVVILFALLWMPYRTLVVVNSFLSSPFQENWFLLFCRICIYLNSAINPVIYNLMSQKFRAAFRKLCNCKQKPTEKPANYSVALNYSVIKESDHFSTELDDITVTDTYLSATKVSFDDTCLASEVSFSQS
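TRHR-expressing cells loaded with fluo-8 calcium dye were read kinetically (ex 480/em 530) during compound addition, then stimulated with an EC20 of TRH (10 nM final). Enhancement of the Gq-mediated intracellular calcium response was scored.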
RXFP1 ag: RXFP1 (human) receptor agonism; Q9HBX9; HEK293T-RXFP1 cAMP TR-FRET, 30 min; response scale: percent of porcine relaxin response, buffer zero; Potency, µM (titrated, usually from 57.5 µM), for inactives: top-dose activation, most hits filed as activators; 0.3% of 370,000 active; AID 2676; active means well fitted activation curve with a large enough effect; inconclusive means small, poorly fitted or top-dose-only effect; further: potency means the concentration at half of the fitted maximal effect; on the % scale 0 is the no-effect control and ±100 the full control effect; nearly all actives have a fitted effect of over 60% in size; many of its hits are not listed in these tables
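Agonist response is measured as cAMP accumulation in an RXFP1-transfected HEK293T line under PDE4 inhibition. Values are scaled between buffer-only and 29 nM porcine relaxin, and EC50s come from standard Hill equation fits.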
D1 potentiator: enhances dopamine response at the human D1 receptor; P21728; HEK293 TREx D1 cells, calcium flux, dopamine EC20 potentiation; potentiation, % at 10 µM; 0.036% of 360,000 active; in the data active means potentiation above about 30%; further: 0% is about no effect
Target sequence (P21728 whole entry, looked up): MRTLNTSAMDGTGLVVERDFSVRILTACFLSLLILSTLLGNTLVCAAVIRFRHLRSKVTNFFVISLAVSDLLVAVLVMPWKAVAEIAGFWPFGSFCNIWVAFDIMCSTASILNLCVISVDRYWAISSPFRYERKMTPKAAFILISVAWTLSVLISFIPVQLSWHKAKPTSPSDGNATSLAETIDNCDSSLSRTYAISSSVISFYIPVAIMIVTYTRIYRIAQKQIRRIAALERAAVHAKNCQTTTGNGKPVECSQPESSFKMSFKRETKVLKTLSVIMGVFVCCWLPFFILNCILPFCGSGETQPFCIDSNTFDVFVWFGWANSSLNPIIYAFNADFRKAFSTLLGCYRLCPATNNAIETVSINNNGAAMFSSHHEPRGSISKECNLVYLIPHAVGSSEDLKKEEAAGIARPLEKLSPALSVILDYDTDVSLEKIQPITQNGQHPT
D1 antag: antagonists of human D1 dopamine receptor | 3.2% of 360,000 active | activity change, negative = inhibition, % at 10 µM | AID 504652 | HEK293 TREx D1 cells, calcium flux, dopamine EC80; hits give low values; in the data active means activity change below about -30%; further: on the % scale 0 is the no-effect control and ±100 the full control effect
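HEK293 T-REx cells expressing inducible, force-coupled D1 receptor; no-wash Ca dye, 30–90 min RT. Cmpd → 180 s read at 1 Hz → EC80 DA → 180 s read.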
D1 agonist: agonists of human D1 dopamine receptor; HEK293 T-REx D1 cells, calcium flux, agonist mode; 1% of 360,000 active; P21728; activation, % at 2 µM; in the data active means activation above about 30%; further: 0% is about no effect
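Agonism was scored from calcium flux recorded over 180 s (1 read/s) after pintool compound addition, following a 10-cycle baseline. Cells were inducible force-coupled HEK293 TREx D1, plated overnight at 30 C and loaded with no-wash calcium dye.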
D2 antagonist: D2 dopamine receptor (human) antagonism | AID 485344 | HEK293 TREx D2 cells, calcium flux, dopamine EC80 | 2% of 340,000 active | inhibition, % at 10 µM | P14416; in the data active means inhibition above about 30%; further: 0% is about no effect
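Dopamine at EC80 is the agonist stimulus; test compounds precede it by 180 s. Calcium flux read kinetically in a force-coupled, inducible HEK293 T-REx D2 cell line.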
D2 agonist: activates the human D2 dopamine receptor; P14416; HEK293 T-REx D2 cells, calcium flux agonist mode; activation, % at 2 µM; 0.53% of 340,000 active; AID 485358;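 active means activation over 3 SD above normal in the single-dose calcium agonist read, cut at about 30% in these data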; further: 0% is about no effect
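HEK293 Trex D2 cells, tetracycline-induced, o/n 30 C 5% CO2; no-wash Ca dye, RT 30–90 min; 10-cycle baseline, 23 nl cpd added, kinetic Ca read 180 s; agonist hits = positive Ca response.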
RXFP1 antagonist: RXFP1 (human) relaxin receptor antagonism | Q9HBX9 | HEK293-RXFP1, relaxin-stimulated cAMP HTRF, 30 min; hits give low values | activity change, negative = inhibition, % at 57.5 µM | 0.59% of 350,000 active;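 active means activity change of -60% or lower, but not beyond a set lower limit; inconclusive means change between -60% and -40%, or beyond the set limit; inactive means change above -40%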; further: on the % scale 0 is the no-effect control and ±100 the full control effect
D2 PAM: D2 dopamine receptor (human) potentiation. P14416. HEK293 T-REx D2, calcium flux, EC20 dopamine potentiation. potentiation, % at 10 µM. 0.34% of 340,000 active;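 active means potentiation over 3 SD above the plate norm, cut at about 30% in these data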; further: 0% is about no effect
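Primary screen. Calcium kinetics in induced HEK293 T-REx D2 cells: compound pre-addition 180 s, EC20 dopamine, 180 s more.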
An asterisk follows results filed as active; ? = inconclusive; nt = no result given; & = joins results of further samples. The list is partial; the hit share may differ from the screen's.

Values in the order: TRHR enhancer	RXFP1 ag	D1 potentiator	D1 antag	D1 agonist	D2 antagonist	D2 agonist	RXFP1 antagonist	D2 PAM
- CCOC(=O)c1cc2c(=O)n3ccccc3nc2n(CCCOC)c1=NC(=O)c1c(-c2c(F)cccc2Cl)noc1C
    -1	14%	0	9	0	nt	0.0	nt	6
- COC(=O)c1scc(C)c1NC(=O)Nc1ccccc1
    3	1.1%	4	3	1	1	-0.5	-4	8
- COc1ccccc1Nc1cc(N2CCOCC2)c2nonc2c1[N+](=O)[O-]
    1	-0.1%	3	3	1	-4	-0.2	-9	1
- CC(C)C(=O)N1CCN(c2ccc(NC(=O)c3ccc(Br)o3)cc2)CC1
    9	-0.2%	-3	11	7	3	-0.1	-5	6
- COc1ccccc1N(CC(=O)Nc1ccc2c(c1)OCO2)S(=O)(=O)c1ccc(C)cc1
    -2	1.3%	-4	-10	3	nt	-1.8	nt	0
- CCn1ncc(Cl)c1C(=O)Nc1cc(Cl)ccc1Cl
    0	2.3%	-1	7	3	-9	0.6	-11	19
- CC(=O)Nc1ccc(OS(=O)(=O)c2c(C)cc(C)cc2C)cc1
    -5	2.3%	-2	-66*	4	nt	nt	-1	nt
- O=C(NCc1ccccc1)C(c1ccncc1)N(C(=O)c1ccccn1)c1ccccc1 (stereo not drawn)
    -4	-0.1%	-1	-6	-1	-5	0.0	-3	7
- O=C(NC1=NCCS1)c1cc(-c2cccc(Br)c2)nc2ccccc12
    -3	0.0%	2	-13	0	5	1.1	-7	-9
- CCCC(=O)Nc1ccc(-c2nc3ncccc3o2)cc1
    1	13%	4	-1	4	3	-0.6	7	-1
- COc1ccc(Oc2cc(NN3CCCCC3)c([N+](=O)[O-])cc2[N+](=O)[O-])cc1OC
    -2	0.4%	-1	0	-1	11	-0.5	nt	5
- Cc1nc(N2CCOCC2)c2cc(-c3ccccc3)sc2n1
    -3	1.7%	-6	-9	2	-24	0.0	-3	2
- CCCN1C2CCCC1CC(NC(=O)c1cc(OC)cc(OC)c1)C2 (stereo not drawn)
    0	-2.0%	-9	-34*	-3	-12	1.1	3	4
- CCOC(=O)C1(Cc2ccccc2C)CCCN(C(=O)COC)C1 (stereo not drawn)
    0	-3.3%	0	2	2	5	-0.1	5	3
- Cc1ccc(CN(CC(=O)NCC2CCCO2)S(=O)(=O)c2ccc(C)cc2)cc1 (stereo not drawn)
    -9	-6.6%	5	10	-3	-7	1.4	5	-12
- O=c1c(C/C=C/c2ccccc2)c(O)ccn1Cc1ccc(Cl)cc1Cl
    -1	-1.1%	-1	nt	-2	6	-0.5	-3	-7
- Cc1ccc(NC(=O)c2ccc(CSc3ccccn3)cc2)c(O)c1
    -1	-0.9%	-6	-5	6	-1	0.2	-11	-12
- COCc1cc(C)nc(SCC(=O)Oc2ccc(Cl)cc2)c1C#N
    -8	-0.1%	-2	-15	14	1	-0.3	-12	6
- O=S(=O)(c1ccc2nc(-c3ccccc3)[nH]c2c1)N1CCN(c2cccc(Cl)c2)CC1
    11	1.7%	4	6	5	nt	nt	-1	23
- c1ccc2c(c1)CC(N1CCCCC1)c1ccccc1N2 (stereo not drawn)
    3	0.4%	-4	-6	0	14	0.7	-14	-9
- CCOC(=O)Nc1ccc(OC)c([N+](=O)[O-])c1
    4	0.5%	-3	1	1	-14	0.6	-9	-4
- COc1ccc(CNC(=O)c2cc3c(=O)n(Cc4ccco4)ccc3nc2C)cc1
    7	2.3%	-7	-35*	1	nt	0.7	-5	12
- NC(=O)NC(=O)CN1c2cccc3cccc(c23)S1(=O)=O
    1	0.0%	-4	-18	0	-7	-0.7	16	nt
- COc1ccc(C(=O)Nc2nc(N)n(-c3ccccc3)n2)cc1
    -3	-0.1%	4	6	0	14	0.4	-6	2
- Cc1ccc(C)c(N2CCN(C(=O)CN3C(=O)COc4ccc(S(=O)(=O)N5CCC(C)CC5)cc43)CC2)c1
    0	4.8%	4	10	4	nt	-0.4	nt	8
- Cc1ccc(C)c(S(=O)(=O)c2c(N)n(/N=C/c3ccco3)c3nc4ccccc4nc23)c1
    -12	1.3%	-2	9	5	24	0.1	-7	7
- CCc1nc(SCC(=O)Nc2c(C)nn(C)c2C)c2cnn(-c3ccccc3)c2n1
    -5	?	-3	-6	3	-2	0.4	nt	-6
- COc1cccc(CNC2CCCCCCC2)c1OC
    -1	-3.7%	-6	-6	3	2	-0.6	-6	9
- CCN(C(=O)CSc1nc(N)cc(=O)[nH]1)C1CCS(=O)(=O)C1 (stereo not drawn)
    3	0.2%	-1	35	4	10	0.1	-5	12
- Fc1cccc(CO/N=C/c2c(-c3ccccc3)nc3ccc(Cl)cn23)c1
    -5	1.3%	-1	10	4	-5	0.6	9	-1

Part of the list above, limited to RXFP1 antagonist, D1 potentiator and D2 agonist:
structure	RXFP1 antagonist	D1 potentiator	D2 agonist
COc1cccc(CNC2CCCCCCC2)c1OC	-6	-6	-0.6
CCN(C(=O)CSc1nc(N)cc(=O)[nH]1)C1CCS(=O)(=O)C1 (stereo not drawn)	-5	-1	0.1
Fc1cccc(CO/N=C/c2c(-c3ccccc3)nc3ccc(Cl)cn23)c1	9	-1	0.6

Continued:
Values in the order: TRHR enhancer	RXFP1 ag	D1 potentiator	D1 antag	D1 agonist	D2 antagonist	D2 agonist	RXFP1 antagonist	D2 PAM
- CC(C)CNC(=O)NC(=O)COC(=O)c1cc(F)cc(F)c1
    3	0.6%	-3	-18	1	-4	-0.6	-7	7
- CC(=O)C1=C(c2ccc(F)cc2)N(C(C)=O)n2c(nnc2C2CCCCC2)S1
    1	0.5%	0	nt	3	nt	0.9	1	-3
- O=C(NC1CCN(Cc2ccccc2)CC1)c1ccc(Cn2c(=O)c3ccccc3n(Cc3ccc(Cl)cc3)c2=O)cc1
    -3	13%	1	-18	-1	nt	nt	nt	-17
- C=CCn1cc(C(=O)NCc2ccc(Cl)cc2)c(=O)c2cc(S(=O)(=O)N(CC)CC)ccc21
    -1	1.1%	-7	5	7	-8	0.0	-5	-5
- Cc1cc(C)c2cc(C#N)c(N3CCCC3)nc2c1
    -1	5.2%	-3	1	3	3	-0.6	11	2
- Cc1cccc(N=C2NC(=O)/C(=C/c3cccnc3)S2)c1
    4	0.0%	0	-8	1	-5	0.0	-6	7
- COc1ccc(-c2nn(-c3ccccc3)cc2C(=O)N2CCN(S(=O)(=O)c3cccc(F)c3)CC2)cc1
    -4	0.1%	-3	-4	5	-3	0.0	-28	-11
- Cc1ccc(NC(=O)CN2C(=O)CCc3cc(S(=O)(=O)N4CCOCC4)ccc32)c(C)c1
    -8	0.3%	1	18	1	nt	-3.0	nt	0
- CSc1ncc(CN2CCN(C(C)C)C(CCO)C2)cn1 (stereo not drawn)
    -2	0.6%	5	-23	1	nt	nt	2	nt
- COc1cc([N+](=O)[O-])cc2cc(C(=O)N3CCN=C3c3ccccc3)c(=O)oc12
    13	-1.4%	-2	26	-1	-4	0.4	0	-6
- O=C(NCc1ccc(F)cc1)c1ccc(CNc2c(N3CCOCC3)c(=O)c2=O)cc1
    2	0.4%	-5	6	2	-6	0.1	-6	2
- O=S(=O)(Nc1cccc(Oc2ccc(Cl)cc2)n1)c1ccc(F)cc1
    -4	0.0%	-5	5	5	-19	-0.6	7	5
- Cc1ccccc1OCC(=O)OCC(=O)Nc1ccc2c(c1)OCCO2
    -3	0.2%	-7	-4	6	nt	nt	7	nt
- O=C(N/N=C/c1cccnc1)c1cccc(N2CCCC2=O)c1
    6	-0.2%	3	-7	4	-14	0.8	-6	-1
- O=C(NCc1ccncc1)c1ccc(NS(=O)(=O)c2cccc([N+](=O)[O-])c2)cc1
    4	-1.0%	-5	-49*	1	3	-0.3	2	4
- COCc1nnc(NC(=O)c2ccc(S(=O)(=O)N3CCCCCC3)cc2)o1
    9	1.6%	-2	-4	3	7	0.5	4	32*
- CCS(=O)(=O)N1Cc2ccccc2CC1C(=O)Nc1nc2ccccc2[nH]1 (stereo not drawn)
    0	-0.1%	-2	14	1	4	-0.2	1	-7
- O=C(c1ccccc1)c1nn(-c2ccccc2)c(=O)cc1C(F)(F)F
    -1	-3.4%	-6	8	-2	7	0.2	-6	4
- O=C(CCCn1c(=O)c2sccc2n(Cc2ccc(F)cc2)c1=O)NCc1ccco1
    0	1.2%	-6	1	2	9	-2.1	-5	4
- CN1CCCC(OC(=O)CCCCC(=O)OC2CCCN(C)C2)C1 (stereo not drawn)
    -2	-0.2%	-4	0	2	25	0.8	-10	-2
- COc1ccccc1C(=O)Nc1ccc(NC(=O)c2ccco2)cn1
    -3	1.9%	4	14	6	-1	0.4	7	-15
- CCOc1ccc(N(CC(=O)NCc2ccc(C)cc2)S(=O)(=O)c2c(C)[nH]c(=O)[nH]c2=O)cc1
    0&10	1.6%&2.5%	-7&2	33&13	0&2	2	0.9&0.4	6&4	9&3
- Cc1ccc(-c2csc3ncn(CC(=O)NCC(c4ccco4)N4CCCC4)c(=O)c23)cc1 (stereo not drawn)
    -5	1.7%	-3	19	1	22	-0.1	-9	-11
- CCOC(=O)C1=C(N)Oc2cc(O)ccc2C1c1cccc([N+](=O)[O-])c1 (stereo not drawn)
    20	-1.8%	-7	-20	3	-15	-0.7	?	2
- CC(C)(C)CC(=O)NCC(c1ccc2c(c1)OCO2)N1CCN(c2ccccc2)CC1 (stereo not drawn)
    -19	1.8%	-2	8	0	nt	20	-26	nt
- CCOc1ccccc1-c1cc(C(=O)Nc2ccc(C(=O)O)cc2)c2ccccc2n1
    4	8.0%	4	-11	1	26	-0.8	-12	-7
- Cc1cc(C)n2c(Nc3ccccc3)c(-c3ccccc3)nc2n1
    -3	7.1%	6	-1	-2	nt	-1.2	-10	1
- Cc1ccc(NC(=O)c2cccc(NC(=O)N3CCSc4ncccc43)c2)cc1F
    1	1.7%	-4	9	0	nt	nt	-4	5
- NCCCCC(N)c1cn([C@@H](CCC(=O)O)C(=O)N2CCNCC2)nn1 (stereo partly drawn)
    0	1.0%	-2	-9	-1	4	1.1	nt	10
- O=C(/C=C/c1ccc(S(=O)(=O)N2CCOCC2)cc1)N(CCO)Cc1ccccc1
    -6	0.4%	-2	-14	1	12	0.4	4	-10
- CC(=O)N1C(C)(C)CC(=NOC(=O)c2ccc(C)cc2)CC1(C)C
    2	1.2%	1	10	2	-20	-0.4	-5	-2
- CS(=O)(=O)N1CCN(C(=O)C2c3ccccc3Oc3ccccc32)CC1
    -6	0.2%	-6	-16	3	1	1.3	16	-12
- CCCC1=[N+](CC(C)=O)CCn2c(C)ccc21
    -1	0.7%	-2	-9	2	-18	0.9	2	10
